ADAM10 inh: inhibitors of human ADAM10; hit rate 0.62% among 370,000; recombinant ADAM10, EDANS/DABCYL FRET peptide cleavage, 3 h; inhibition, % at 7 µM; AID 720582;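 active = inhibition above a per-campaign cutoff equal to the mean of compounds falling between control-based bounds plus 3 SD, cut at about 20% in these data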;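 also: 0% = DMSO wells while the 100% control is not disclosed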
LEDGF integ inh: blocks HIV-1 LEDGF/p75-dependent DNA integration; hit rate 0.64% among 370,000; inhibition, % at 3.7 µM; TR-FRET IN-LEDGF/p75 DNA integration, Eu/Cy5;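 active = inhibition above the screen-wide mean plus 3 SD, cut at about 13% in these data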;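 also: signal is the Cy5 over europium emission ratio at 671 and 618 nm; 0% = plate median of compound wells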
ASAP1 inh: blocks human ASAP1-stimulated Arf1 GTP hydrolysis. Q9ULH1. GDP FP detection. inhibition, % at 16.5 µM. hit rate 0.19% among 360,000; in the data active = inhibition above about 25%;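 also: 0% = vehicle with enzyme and substrate and 100% = no enzyme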
TDP2 inh: TDP2 (human) inhibition, absorbance primary screen. O95551. recombinant TDP2, T5PNP hydrolysis, p-nitrophenol absorbance 415 nm. inhibition, % at 12.8 µM. hit rate 0.34% among 370,000;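 active = inhibition above the mean of all tested compounds plus 3 SD, set per campaign, cut at about 25% in these data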;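 also: 0% = DMSO with enzyme and 100% = buffer with substrate but no TDP2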
Target sequence (O95551 whole entry, looked up): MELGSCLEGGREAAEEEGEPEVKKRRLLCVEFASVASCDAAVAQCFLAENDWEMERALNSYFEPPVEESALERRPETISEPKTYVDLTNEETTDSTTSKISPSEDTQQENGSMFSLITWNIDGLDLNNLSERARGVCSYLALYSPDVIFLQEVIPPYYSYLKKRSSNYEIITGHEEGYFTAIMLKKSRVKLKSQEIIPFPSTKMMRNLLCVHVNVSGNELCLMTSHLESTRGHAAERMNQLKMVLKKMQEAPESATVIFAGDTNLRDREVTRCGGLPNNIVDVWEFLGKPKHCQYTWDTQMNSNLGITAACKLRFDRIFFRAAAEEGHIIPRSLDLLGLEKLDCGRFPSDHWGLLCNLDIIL
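System – recombinant human TDP2 · Amount – 120 nM TDP2 per well · Buffer or medium – Mg2+-containing Tris-HCl buffer, pH 7.5 · Reagent – T5PNP substrate, 5 mM · Dosing – 12.8 µM single point, 1% DMSO · Incubation – 2 h at 37 °C · Measured by – epi absorbance · Read-out basis – percent inhibition · Benchmarks – high control without enzyme, low control DMSO plus TDP2 · Repeats – singlicate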
PLC-gamma1 inh: inhibitors of human phospholipase C gamma1; purified PLC-gamma1, fluorogenic substrate, fluorescence; inhibition, % at 12.2 µM; hit rate 0.84% among 370,000; P19174; in the data active = inhibition above about 9.5%
KLK7 zymogen act: activates the human kallikrein-7 zymogen; P49862; purified proKLK7, EDANS-DABCYL substrate fluorescence; 100% is mature enzyme control, 0% vehicle; activation, % at 7 µM; hit rate 0.9% among 370,000;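 active = activation above the mean of all tested compounds plus 3 SD, computed per campaign excluding outliers beyond control limits, cut at about 13% in these data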
ADAM17 inh: inhibitors of human ADAM17; hit rate 0.83% among 370,000; AID 720648; inhibition, % at 6.95 µM; recombinant ADAM17, EDANS/DABCYL FRET peptide cleavage;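 active = inhibition above the mean of compounds lying between control limits plus 3 SD, set per campaign, cut at about 8.5% in these data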;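 also: 0% = DMSO-only wells as the low control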
Target sequence (P78536 215-824 limits assumed): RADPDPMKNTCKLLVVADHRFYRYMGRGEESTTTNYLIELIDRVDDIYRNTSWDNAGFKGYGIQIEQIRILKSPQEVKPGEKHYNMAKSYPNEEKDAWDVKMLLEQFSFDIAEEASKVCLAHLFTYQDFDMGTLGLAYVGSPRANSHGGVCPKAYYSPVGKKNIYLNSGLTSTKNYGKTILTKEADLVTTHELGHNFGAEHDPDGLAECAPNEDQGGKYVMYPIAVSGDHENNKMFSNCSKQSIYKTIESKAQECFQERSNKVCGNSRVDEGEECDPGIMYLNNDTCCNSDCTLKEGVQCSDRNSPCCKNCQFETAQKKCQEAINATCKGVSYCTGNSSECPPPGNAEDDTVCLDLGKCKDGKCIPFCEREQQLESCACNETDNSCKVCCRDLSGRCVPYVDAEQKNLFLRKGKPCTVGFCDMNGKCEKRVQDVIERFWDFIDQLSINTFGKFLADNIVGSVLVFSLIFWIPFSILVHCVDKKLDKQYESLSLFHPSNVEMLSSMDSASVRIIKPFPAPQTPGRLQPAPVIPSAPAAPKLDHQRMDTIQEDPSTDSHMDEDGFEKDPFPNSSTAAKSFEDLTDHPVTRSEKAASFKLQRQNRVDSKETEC
Tn7 DDE FP: DD(E)-Tn7 binding inhibition, primary FP screen | P02675 | FP displacement of FITC-Tn7 peptide from fibrin DD(E); 0% = median of compound wells per plate | inhibition, % at 8.3 µM | hit rate 0.13% among 370,000 | AID 720508;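 active = inhibition above the mean of compounds falling within the control limits plus 3 SD of them, cut at about 14% in these data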;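 also: 0% = plate median of compound wells and 100% = 10 µM Aha-Tn7 peptide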
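Assay system: Fibrin-DD(E) protein isolated from polymerized human fibrin clots; read-out basis: percent inhibition; medium: Tris/NaCl/CaCl2 buffer, pH 7.8; signal: FP measurement; incubation: 10 min plus 3 h, room temperature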
DDE Tn6 FP inh: inhibitors of Tn6 peptide binding to human fibrin DD(E); AID 720509; inhibition, % at 8.3 µM; hit rate 0.21% among 370,000; Fibrin DD(E) TRITC-Tn6 fluorescence polarization displacement;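 active = inhibition above a per-campaign cutoff: mean of compounds within control limits plus 3 SD, cut at about 15% in these data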;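 also: 0% = median of all compound wells on the plate and 100% = blocking peptide control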
ARFGAP1 inh: inhibitors of rat ARFGAP1; hit rate 0.26% among 360,000; Arfgap1-stimulated ARF1 GTP hydrolysis, GDP FP detection; inhibition, % at 16.5 µM;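 active = inhibition above a per-plate limit, mean inhibition of low control wells plus 3 SD, cut at about 25% in these data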;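 also: 0% = DMSO wells with enzyme and 100% = wells lacking Arfgap1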
Target sequence (Q62848 1-136 limits assumed): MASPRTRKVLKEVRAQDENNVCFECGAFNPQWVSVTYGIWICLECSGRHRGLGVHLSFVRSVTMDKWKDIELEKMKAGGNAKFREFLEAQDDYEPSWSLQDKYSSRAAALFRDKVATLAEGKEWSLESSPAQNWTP
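material = rat Arfgap1 catalytic domain, aa 1-136 | also added = human ARF1(Δ1-17)-GTP substrate | compound dosing = one concentration, 16.5 µM, DMSO 1.26% | times = GTP hydrolysis reaction 2 h at 25 °C | measured by = FP, GDP Alexa 633 tracer displaced from anti-GDP antibody, 620/688 nm | evaluation = percent inhibition of Arfgap1-stimulated GTP hydrolysis | replication = single well per compound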
* hit, by the source's call; . = no result given.

entry	Molecule	ADAM10 inh	LEDGF integ inh	ASAP1 inh	TDP2 inh	PLC-gamma1 inh	KLK7 zymogen act	ADAM17 inh	Tn7 DDE FP	DDE Tn6 FP inh	ARFGAP1 inh
1	Cc1ccn(S(=O)(=O)c2ccc(C(C)(C)C)cc2)n1	2.0	-3.5	-0.7	-15.0	0.4	-0.2	-0.8	1.7	2.8	-7.0
2	Cc1ccc(S(=O)(=O)NCCC(=O)NCc2ccco2)cc1	-3.7	1.6	-7.7	-0.4	0.7	-0.1	2.4	4.5	0.2	1.9
3	COc1ccc(N=Nc2ccc(CO)cc2)cc1	7.4	-1.2	-3.3	15.4	1.0	0.6	1.9	-0.5	-6.0	0.5
4	COC(=O)c1cc(NC(=O)c2ccc(OC)cc2)c(=O)oc1C	4.2	3.7	2.1	-13.0	1.1	-0.5	0.0	-6.2	1.8	5.5
5	CN(C)CCCNc1nc(-c2ccc(Cl)cc2)nc2ccccc12	-1.3	1.1	1.9	-14.2	-1.0	0.6	-1.3	5.9	1.6	4.6
6	CCOC(=O)c1cnc2c3c(noc13)CCC2	-1.4	1.2	3.1	5.3	1.4	-0.1	-1.2	2.9	7.8	-4.4
7	Fc1ccc(-c2ccc(CNCc3ccccn3)o2)cc1Cl	-1.2	8.4	-4.2	18.2	0.8	0.1	-1.3	3.9	-6.7	-11.1
8	OC(c1ccc(F)c(F)c1)c1nc(-c2cc(F)cc(F)c2)cs1 (stereo not drawn)	-3.4	-4.9	6.0	-5.1	1.0	-3.5	1.9	5.1	4.8	7.3
9	COc1ccc(N/N=C(\C#N)C(=O)NCCc2ccc(OC)c(OC)c2)cc1	4.6	0.1	-1.7	5.0	0.1	-0.6	-1.0	-3.9	-1.8	-7.7
10	O=C(COc1ncnc2ccccc12)N1CCN(c2ccccc2)CC1	-2.8	0.0	-3.7	8.8	0.6	-0.1	-2.8	-4.9	-6.7	4.6
11	Cc1nc(N)nc(N)c1/C=C/C(C)(C)c1ccc(Cl)cc1	-1.2	1.8	8.6	-4.4	2.9	-0.2	0.5	-0.2	-1.3	3.7
12	O=C(CCCOc1ccccc1)Nc1cccc(S(=O)(=O)N2CCCCCC2)c1	4.6	-3.9	10.3	-1.2	0.3	-0.9	2.2	-4.4	4.1	-2.5
13	CCNCc1cc([N+](=O)[O-])ccc1OCC	2.7	-1.6	-3.9	7.4	0.3	0.3	-4.1	6.6	1.0	1.3
14	O=C(CCc1ccccc1)Nc1ccc(F)c([N+](=O)[O-])c1	2.2	0.8	2.1	-1.2	2.3	0.6	1.2	-0.4	-5.0	5.2
15	Cc1sc2ncn(CC(=O)NCCCC(=O)N3CCN(c4ccccn4)CC3)c(=O)c2c1C	0.1	0.5	11.9	-1.6	0.1	-0.2	-4.2	-3.9	7.1	-3.0
16	O=C1NC(c2cn(-c3ccccc3)nc2-c2cccs2)C(C(=O)c2cccnc2)C(O)(C(F)(F)F)N1 (stereo not drawn)	7.0	0.4	-3.6	0.9	-6.5	0.3	5.1	4.3	8.7	-0.6
17	CCOC(=O)Cn1c(=NC(=O)CSC(C)=O)sc2cc(OC)ccc21	-20.4	3.4	0.9	-17.2	-6.9	-0.8	-6.2	1.7	1.4	-0.9
18	O=C(COc1ccc(S(=O)(=O)N2CCCCC2)cc1Cl)N1CCOCC1	-1.4	-2.0	12.5	9.3	0.2	-0.1	-1.5	-4.8	-8.9	-3.5
19	COc1ccc(Cc2nc3c4c(ncn3n2)Oc2ccc3ccccc3c2C4c2ccc(OC)c(OC)c2)cc1 (stereo not drawn)	-13.5	-2.0	1.8	-1.0	-2.1	0.0	-4.0	-2.6	5.2	3.5
20	Cc1cccc(N2C(=O)CSC23CCCCC3)c1	-0.8	8.0	-2.6	-6.8	2.6	0.4	5.2	-5.7	-2.0	11.3
21	C#CCSC1=C(C#N)C(c2cccs2)C(C(=O)OCC)=C(C)N1 (stereo not drawn)	-11.1	4.1	-10.4	1.0	-29.0	0.0	-1.9	-2.0	2.1	-2.0
22	Cc1c(Cl)c([N+](=O)[O-])nn1CC(=O)NCC(C)C	-2.8	-10.7	-9.6	-10.9	-0.4	0.3	-1.6	11.9	13.0	-1.4
23	CC(C)(C)OC(=O)C[C@H]1C/C=C\C[C@@H](CC(=O)N(CCO)Cc2ccccc2)C(=O)NC[C@H](c2ccccc2)OC1=O	0.9	1.8	4.4	2.4	1.6	0.3	1.9	-2.4	8.0	-1.9
24	NC(=O)c1ccc2c(c1)OCCO2	-3.4	3.2	-7.9	0.8	1.2	-0.1	-1.2	-1.1	9.2	-11.3
25	COc1ccc(C(=O)Nc2ccc(C(=O)N3CCC(C)CC3)cc2)cc1OC	6.3	-0.6	-13.5	-11.2	0.6	-0.7	0.2	0.7	3.7	2.6
26	COC(=O)c1cccc(C(=O)N2CCCC(C(=O)c3ccccc3OC)C2)c1 (stereo not drawn)	-10.8	-2.8	-8.0	-1.7	1.5	0.5	-3.4	-0.2	-7.8	2.4
27	O=C1CCc2cc(S(=O)(=O)Nc3ccccc3)ccc2N1	-10.6	-1.6	9.2	-5.7	3.0	0.8	5.3	-2.8	8.7	-0.1
28	CC1(C)NC(=O)N(CC(=O)N2CCC(Cc3ccccc3)CC2)C1=O	18.5	1.4	-5.6	-5.7	3.5	0.2	-2.7	2.7	2.8	7.6
29	C=CC[C@H](CC(=O)N(CCO)Cc1ccccc1)C(=O)N[C@H](COC(=O)[C@@H](CC=C)CC(=O)OC(C)(C)C)c1ccccc1	8.8	-0.8	5.7	-0.3	0.5	0.4	4.5	1.6	6.5	10.3
30	CCOc1cc(/C=C2/C(=N)N3C=CSC3=NC2=O)ccc1OCCCOc1ccccc1C	-89.6	-1.4	-4.9	-1.4	-29.8	2.4	-35.7	4.1	1.3	-14.1
31	CC(C)CN1C(=O)[C@]2(CC(=O)N(C)C2c2ccccc2)c2cc(-n3cc(C4=CCCCC4)nn3)ccc21 (stereo partly drawn)	3.0	-2.0	.	3.6	-1.7	0.4	0.0	-0.7	15.4*	.
32	COC(=O)c1ccccc1NC(NC(=O)c1ccco1)C(=O)c1ccc(C)cc1 (stereo not drawn)	2.2	2.5	-1.6	8.8	-3.0	-0.3	-0.3	5.5	-0.9	-4.0
33	Cc1ccc(SCc2[nH]nc3c2C(C(C)C)C(C#N)=C(N)O3)cc1 (stereo not drawn)	3.3	3.1	16.5	-4.5	1.9	-0.1	-1.7	0.3	-4.1	-6.0
34	COc1ccc(NC(=O)COC(=O)CCc2nc3ccccc3c(=O)[nH]2)c(OC)c1	-15.6	-6.2	-1.7	7.2	2.7	-0.4	-7.7	-1.0	-4.2	5.3
35	Oc1ccc(CCC2CCCCN2Cc2nc(C3CC3)no2)cc1 (stereo not drawn)	3.1	0.9	-11.0	-6.8	2.4	-0.5	1.6	-9.1	-7.5	-0.6
36	CCc1ccc(NC(=O)N(CCN2CCOCC2)C2CCN(C(C)=O)CC2)cc1	0.6	1.0	-15.8	-11.0	-2.3	-0.2	-3.7	3.1	2.7	-8.6
37	COc1ccc(NS(=O)(=O)c2ccc(O)c(C(=O)OCC(=O)N3CC(C)OC(C)C3)c2)cc1 (stereo not drawn)	-13.9	-6.9	-0.4	-13.9	5.8	-0.7	-5.0	0.6	-10.4	14.0
38	O=S(=O)(Nc1cccc2ccccc12)N1CCCC1	-60.2	0.0	6.9	-1.4	-12.2	-55.1	-22.2	-5.8	-0.8	12.6
39	O=S1(=O)CCC(NC(=S)SCc2ccccc2Br)C1 (stereo not drawn)	-2.9	1.1	-12.3	8.6	0.4	-0.5	-0.9	-4.5	-1.1	-3.5
40	C/C(=N\NC(=O)c1cc(-c2ccccc2)nc2ccccc12)c1ccc(Cl)cc1	1.0	0.6	.	-3.8	-7.0	3.5	2.2	-4.8	-1.8	.
41	COc1ccc(NC(=O)CCN2CCN(S(=O)(=O)c3ccc(Br)cc3)CC2)cc1	-1.0	1.6	-0.5	7.5	1.9	-0.1	-0.7	-9.0	-0.2	3.2
42	CN1C2C=C3C(C#N)=C(N)C(C#N)(C#N)[C@@H](c4ccc(Cl)cc4)[C@@H]3C1CC2 (stereo partly drawn)	-141.7	-3.0	-12.1	-15.2	-93.1	2.2	-46.5	3.4	1.0	9.1
43	Nc1cnn(C2OC(CO)C(O)C2O)c(=O)n1 (stereo not drawn)	-13.1	-1.9	5.2	-5.8	0.1	0.0	-5.7	-2.6	1.1	-3.6
44	COCCn1c(N2CCN(c3ccccc3)CC2)nc2c1c(=O)n(C)c(=O)n2C	-13.0	0.6	-7.6	12.3	0.6	0.3	-6.0	2.5	-8.9	2.3
45	Cc1ccc2c(c1)N(CC(=O)NCc1ccco1)C(=O)CO2	3.9	-1.1	15.1	3.3	3.6	-0.3	-2.1	-4.7	0.2	4.6
46	COc1cc(-c2nnc(NC(=O)C3=COCCO3)o2)cc(OC)c1OC	-1.7	5.7	-10.7	8.1	3.6	0.4	1.3	-2.9	0.7	-10.3
47	Oc1ccccc1-c1cc(-c2ccccc2Cl)[nH]n1	14.2	-4.6	15.3	-7.7	-2.8	-1.0	9.5*	-5.9	-0.6	12.2
48	Cc1cc(C(=O)N2CCC2(C)C(=O)O)c(C)o1 (stereo not drawn)	-5.5	-0.3	-2.6	11.5	1.4	1.1	-1.7	-2.7	0.0	1.4
49	CN(C)C(=O)CSc1nnc(-c2cccnc2)n1-c1ccccc1	-5.3	1.2	-2.9	1.9	1.5	-0.3	-1.9	-1.1	-2.2	-12.6
50	OCn1c2ccccc2c2ccccc21	-0.1	3.0	-14.3	6.3	2.5	0.0	-4.9	3.4	2.7	5.6
51	O=C(CC(c1ccccc1)c1ccco1)N1CCOCC1 (stereo not drawn)	0.7	1.0	-12.5	-13.2	1.9	-0.3	1.4	0.9	6.3	-11.5
52	COc1cccc(CN(C)C(=O)C2CCN(S(=O)(=O)c3cccs3)CC2)c1OC	-14.2	0.8	-2.2	0.1	0.3	-0.1	-6.5	2.7	-7.7	0.3
53	CCCN(C(=O)C1CCCN(c2ncnc3c2nc2n3CCCCC2)C1)c1ccc(F)cc1 (stereo not drawn)	-14.5	2.2	8.7	1.0	-0.1	0.2	0.4	4.9	-1.9	-3.5

Record cards, as listed above. Order of screens: ADAM10 inh	LEDGF integ inh	ASAP1 inh	TDP2 inh	PLC-gamma1 inh	KLK7 zymogen act	ADAM17 inh	Tn7 DDE FP	DDE Tn6 FP inh	ARFGAP1 inh
Record of `COc1cccc(CN(C)C(=O)C2CCN(S(=O)(=O)c3cccs3)CC2)c1OC` : -14.2	0.8	-2.2	0.1	0.3	-0.1	-6.5	2.7	-7.7	0.3
Record of `COc1ccc(NC(=O)CCN2CCN(S(=O)(=O)c3ccc(Br)cc3)CC2)cc1` : -1.0	1.6	-0.5	7.5	1.9	-0.1	-0.7	-9.0	-0.2	3.2

Screens deposited in PubChem by The Scripps Research Institute Molecular Screening Center.
